KDM5B inhibitor: blocks human KDM5B histone demethylase activity; Q9UGL1; AID 1347165; 2.6% of 220,000 active; KDM5B demethylase, FDH-coupled NADH fluorescence (FDH is formaldehyde dehydrogenase); Potency, µM (highest dose often 57.7 µM), inactives show at the highest dose activity change, negative = inhibition, actives largely listed as inhibitors; active = well fitted inhibition curve with a large enough effect; inconclusive = small, poorly fitted or top-dose-only effect; inactive = no such curve, though single readings can be large or run the other way; also: 0% is about no effect; nearly all actives have a fitted effect of over 70% in size
Target sequence (Q9UGL1 whole entry, looked up): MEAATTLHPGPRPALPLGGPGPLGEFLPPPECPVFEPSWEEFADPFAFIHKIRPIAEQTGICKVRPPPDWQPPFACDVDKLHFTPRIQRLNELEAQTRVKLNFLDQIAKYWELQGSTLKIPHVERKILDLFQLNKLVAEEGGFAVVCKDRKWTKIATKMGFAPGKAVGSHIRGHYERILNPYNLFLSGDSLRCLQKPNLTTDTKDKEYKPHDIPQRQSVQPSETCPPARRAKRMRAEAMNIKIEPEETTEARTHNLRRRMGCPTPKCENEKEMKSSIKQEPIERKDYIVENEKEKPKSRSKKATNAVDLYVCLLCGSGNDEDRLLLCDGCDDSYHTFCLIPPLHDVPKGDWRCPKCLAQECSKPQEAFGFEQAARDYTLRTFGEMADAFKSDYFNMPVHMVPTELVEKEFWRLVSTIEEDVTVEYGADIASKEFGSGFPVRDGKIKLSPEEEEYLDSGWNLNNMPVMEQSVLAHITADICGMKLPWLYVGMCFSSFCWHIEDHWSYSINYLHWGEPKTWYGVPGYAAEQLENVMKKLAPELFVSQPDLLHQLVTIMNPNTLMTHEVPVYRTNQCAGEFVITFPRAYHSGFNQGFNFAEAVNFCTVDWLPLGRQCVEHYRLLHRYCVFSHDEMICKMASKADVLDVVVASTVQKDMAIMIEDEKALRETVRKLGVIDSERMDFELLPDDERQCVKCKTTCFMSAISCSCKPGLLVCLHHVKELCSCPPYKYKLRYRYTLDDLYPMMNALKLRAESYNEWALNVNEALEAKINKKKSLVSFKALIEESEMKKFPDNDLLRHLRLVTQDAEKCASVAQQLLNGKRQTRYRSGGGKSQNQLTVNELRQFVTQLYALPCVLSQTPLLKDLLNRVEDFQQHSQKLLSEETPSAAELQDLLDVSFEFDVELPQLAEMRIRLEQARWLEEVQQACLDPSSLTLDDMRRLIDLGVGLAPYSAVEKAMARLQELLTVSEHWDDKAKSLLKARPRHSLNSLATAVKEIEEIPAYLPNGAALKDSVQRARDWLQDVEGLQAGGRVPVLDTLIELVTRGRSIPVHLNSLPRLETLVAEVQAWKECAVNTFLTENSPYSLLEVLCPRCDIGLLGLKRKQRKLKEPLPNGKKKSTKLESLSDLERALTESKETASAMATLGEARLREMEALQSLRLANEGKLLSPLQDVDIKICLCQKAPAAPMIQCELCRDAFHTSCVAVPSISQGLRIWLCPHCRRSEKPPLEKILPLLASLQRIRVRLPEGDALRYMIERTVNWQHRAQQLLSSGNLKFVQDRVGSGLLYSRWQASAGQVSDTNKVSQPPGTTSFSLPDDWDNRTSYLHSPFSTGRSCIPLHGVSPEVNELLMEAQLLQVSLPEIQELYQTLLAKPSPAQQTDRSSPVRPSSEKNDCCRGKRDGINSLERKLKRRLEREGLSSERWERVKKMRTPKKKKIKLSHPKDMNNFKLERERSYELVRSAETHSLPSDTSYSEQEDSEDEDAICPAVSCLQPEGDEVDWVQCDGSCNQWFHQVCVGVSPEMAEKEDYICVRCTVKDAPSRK
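Here, H3K4me3 peptide (12.5 µM in substrate mix) is demethylated by KDM5BΔAP, 200 nM final, after 10 min compound exposure. Formaldehyde product is coupled through FDH (0.25 U/mL in mix) to NADH fluorescence; 30-min ΔRFU feeds dose-response curves.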
An asterisk follows results filed as active; i = inactive; ? = inconclusive; [ ] = remark or other dose. Potency is read from the fitted curve at half-maximal effect. The list is partial; rates above refer to the full screens.

KDM5B inhibitor	mol
28µM*	CSc1ccccc1-c1nc(C2CCOC2)no1 (configuration not stated)
33%[activator][86.2 µM]	COC(=O)[C@@H](C)NC(=O)[C@H]1CN(C(C)=O)CCN1S(C)(=O)=O
-23%	COc1ccccc1C1CC(=O)N(c2cccc(C(F)(F)F)c2)C2=C1C(=O)OC2 (configuration not stated)
77%[activator]	CCN(C(=O)CSc1nnc(-c2ccc(OC)cc2)n1N)c1c(N)n(Cc2ccccc2)c(=O)[nH]c1=O
-4%	CCN(CC)C(=O)Cn1c(SCC(=O)Nc2ccc(F)cc2)nc2ccccc21
-4%	COc1ccccc1N1CCN([C@H]2[C@@H]3OC[C@@H](O3)[C@@H](NCc3ccc(-c4ccccc4)cc3)[C@@H]2O)CC1
?	CN(C)/C=C/C(=O)c1ccccn1
?	COCCN(Cc1cc2ccccc2[nH]c1=O)C(=O)c1cc(OC)cc(OC)c1
-11%	COc1ccc(-n2c(N)cc(=O)nc2SCC(=O)N2CCN(c3ccccc3)CC2)cc1
?	O=C(Nc1nc(-c2ccccc2Cl)cs1)c1cccc(N2CCCC2=O)c1
0%	Cn1c(=O)c2c(ncn2CCC(=O)NCC2CCCCC2)n(C)c1=O
3%	CCOC(=O)c1c(NC(=O)c2nc(SC(C)C)ncc2Cl)sc2c1CCCC2
3%[115 µM]	O=C(NCc1nnc2n1C(C(=O)N1CCCC1)CC2)c1ccc(Cl)cc1Cl (configuration not stated)
-2%[86.2 µM]	CC(=O)N1CCC(N2C[C@H](O)C[C@H]2c2nc(-c3ccccn3)no2)CC1
6%	CCc1ccc(-n2nc(CO)c(C(=O)NCc3ccc4c(c3)OCO4)n2)cc1
-8%	C[S+](=O)([O-])c1ccc(-c2ncc3c(n2)OCCN(Cc2ccc(F)cc2F)C3=O)cc1
17%	CC(C)C(C)NC(=O)c1ccc(Cl)cc1 (configuration not stated)
12%	Cc1noc(C)c1C(=O)N1CC(c2nc(CCc3ccccc3)no2)C1
-7%	O=C(N/N=C/C=C/c1ccccc1[N+](=O)[O-])c1ccccc1NS(=O)(=O)c1cccs1
-10%	CN(C)CCNCC1CCCCC1
5%	COc1ccc(-c2onc(C)c2-c2ccc(OC)c(OC)c2)c(O)c1
18%	Cc1cc(F)ccc1S(=O)(=O)N1CCCOC1CNC(=O)C(=O)NCCc1ccccc1 (configuration not stated)
32µM*	Cc1ccc(-c2ccc3nnc(CNC(=O)c4ccco4)n3n2)cc1
?	COC(=O)/C(C#N)=C\c1cc(Br)c(O)c(OC)c1
-11%[115 µM]	CNC(=O)c1cnn2c1CN([S+](=O)([O-])c1cccc(C(F)(F)F)c1)CC2
16%	Clc1cccc(CSc2ccc(-c3cccnc3)nn2)c1
-8%	O=C(c1ccco1)N1CC[C@@H]2[C@@H](CCC(=O)N2CCC2=CCCCC2)C1
13%	CC(=O)N1CC(CO)C2(CCN(C(=O)c3ccc(Br)cc3)CC2)C1 (configuration not stated)
?	CCCSc1ncc(Cl)c(C(=O)Nc2ccc(S(=O)(=O)N(C)c3ccccc3)cc2)n1
-8%	COc1ccc(NC(=O)N2CCN3CCCCC3C2)cc1OC (configuration not stated)
-10%	Cc1noc(C)c1S(=O)(=O)N1CCCOCCNC(=O)[C@@H]2CCC[C@@H]21
1%[86.2 µM]	COCCOCC1(CNCc2c(C)noc2C)C[C@@H](O)[C@@H](O)C1 (some centres not stated)
-15%	CCOc1ncccc1C(=O)NCCc1c[nH]c2ccccc12
11%	N#C/C(=C\c1ccc(Cl)s1)C(=O)NC1CC1
3%	CCS(=O)(=O)N1CCC(C(=O)NCCC(C)C)CC1
-28%	COc1ccc(C)cc1CN(C)C(=O)c1cc(=O)[nH]c2ccccc12
-6%	O=C(NCCc1nc2ccccc2[nH]1)c1ccc([N+](=O)[O-])cc1
-8%	CCC(=O)N1CCc2cc(Br)cc(S(=O)(=O)NCCCN(CC)Cc3ccccc3)c21
?	CN(C)c1ccc(-c2nnc([C@H]3CCN(Cc4ccco4)C3)o2)cc1
-13%	Cc1ccc(CNC(=O)C2CCN(C(=O)c3csc(Nc4ccc(C)cc4)n3)CC2)cc1
-5%	O=C(Nc1ccccc1)N(Cc1cccs1)c1ccccn1
-26%	COc1ccc(CCNC(=O)c2ccc3c(c2)N(Cc2cccc(C)c2)C(=O)c2ccccc2S3(=O)=O)cc1OC
?	O=C(Nc1cccc2cccnc12)c1ccc(F)cc1
?	COc1cccc(NC(=O)/C(C#N)=C/c2c(C)n(Cc3ccc(Cl)cc3)c3ccccc23)c1
-25%	Cc1ccccc1C(=O)Nc1cccc(NC(=O)CC23CC4CC(CC(C4)C2)C3)c1
-6%	COCc1cc(=O)n(CC(=O)Nc2ccc(Br)cc2F)c(N2CCOCC2)n1
-4%	CN1CCC(N2CC3(CCC2=O)CCN(C(=O)c2ccccn2)CC3)C1 (configuration not stated)
-14%	O=C(Cn1nc2c(cc1=O)CCCCC2)Nc1ccc(C(F)(F)F)cc1
-22%	CC(C)NC(=O)CN1C(=O)CCn2nc(-c3cn(C)c4ccccc34)cc21
-15%[115 µM]	O=C(N[C@@H](Cn1ccc(=O)[nH]c1=O)C(=O)O)C1CC1
-16%	COc1cccc(C(=O)Nc2ccc3c(c2)CCCN3C(=O)c2cccs2)c1OC
?	COc1cc(C(=O)NNC(=S)NC(=O)c2ccc3c(c2)OCO3)cc(OC)c1OC
21%	C#CCN1CCC(C(=O)NC(C)c2cccc(C(F)(F)F)c2)CC1 (configuration not stated)
-19%	CCOC(=O)C1CCN(C(=O)COC(=O)c2cc(-c3cccs3)nc3ccccc23)CC1
?	Cc1ccc(-c2cc(C(=O)N3CCN(C(=O)c4ccco4)CC3)c3ccccc3n2)cc1
-14%	Cc1cc(C)c2sc(N(CCN(C)C)C(=O)c3c(F)cccc3F)nc2c1
26%	Cc1ccc(Cl)cc1NC(=O)NCc1nc(-c2ccccc2)oc1C
-5%	COCCCNC(=O)C(NC(=O)c1ccccc1C)C1CCN(C(=O)c2ccc(OC)cc2)CC1 (configuration not stated)
2%	CCN1C(=O)CN(C(=O)c2cccc(C)c2)CC12CCOCC2
28µM*	O=C(Nc1cccc(F)c1)Nc1ccc2n(c1=O)C[C@H]1C[C@@H]2CN(C(=O)c2ccc(F)cc2)C1

Next results.
KDM5B inhibitor	mol
0%	CCOc1cc(/C=N/NC(=O)CSc2nncn2C)ccc1OCC(N)=O
25µM*	CSc1ccc(-c2ccc3c(c2)C(=O)N2CC[C@H](NC(=O)C4CCCC4)[C@H]2C(=O)N3)cc1
17%	CC(NC(=O)CCCNC(=O)C1CC1)c1ccc(C#N)cc1 (configuration not stated)
-4%	CN(C)c1ccc(-c2nnnn2[C@H]2CO[C@H]3[C@@H]2OC[C@@H]3NS(=O)(=O)c2cccc3cccnc23)cc1
-9%	Cc1cc(OCC(=O)N(Cc2ccc(N(C)C)cc2)CC2CCCO2)ccc1Cl (configuration not stated)
?	CCOc1cc(C(Nc2cc(C)ccn2)c2ccc3cccnc3c2O)ccc1OC (configuration not stated)
?	Fc1cccc(-c2cnc([C@@H]3COCCN3Cc3ccc(Cl)cc3)[nH]2)c1
-2%	O=C(Nc1ccccc1Br)c1nc2ccccc2nc1N1CCOCC1
-18%	COCCOCc1nc(C2CCCCN2C(=O)c2ccc(OC)c(OC)c2)no1 (configuration not stated)
1%	CCc1ccc(CN(Cc2ccco2)c2cnc(S(C)(=O)=O)nc2C(=O)Nc2ccc(C)c(Cl)c2)cc1
16%	CCCc1cc(=O)[nH]c(SCC(=O)c2c(N)n(C3CC3)c(=O)[nH]c2=O)n1
-18%	O=C(c1cccc(O)c1)N1CCC2(CC1)Nc1ccccc1NC2=O
17%	O=C1/C(=C\c2cccs2)N2CCC1CC2
18%	CC(NS(=O)(=O)c1cc(F)ccc1F)C(=O)N1CCCC1 (configuration not stated)
?	O=C1NCCOCCN(S(=O)(=O)c2cccc3nsnc23)[C@@H]2CCCC[C@H]12

Seven compounds out of the list above, sorted by the number in KDM5B inhibitor, largest number first.
structure,KDM5B inhibitor
CC(NS(=O)(=O)c1cc(F)ccc1F)C(=O)N1CCCC1 (configuration not stated),18%
O=C1/C(=C\c2cccs2)N2CCC1CC2,17%
CCCc1cc(=O)[nH]c(SCC(=O)c2c(N)n(C3CC3)c(=O)[nH]c2=O)n1,16%
CCc1ccc(CN(Cc2ccco2)c2cnc(S(C)(=O)=O)nc2C(=O)Nc2ccc(C)c(Cl)c2)cc1,1%
CCOc1cc(/C=N/NC(=O)CSc2nncn2C)ccc1OCC(N)=O,0%
O=C(Nc1ccccc1Br)c1nc2ccccc2nc1N1CCOCC1,-2%
Cc1cc(OCC(=O)N(Cc2ccc(N(C)C)cc2)CC2CCCO2)ccc1Cl (configuration not stated),-9%

The results go on:
KDM5B inhibitor	mol
2%	OCc1cccc(N=Cc2ccc(Cl)cc2Cl)c1
5%	CC(=O)OC1=C(C(C)=O)N(Cc2ccccc2)S(=O)(=O)c2ccccc21
32µM*	COc1cccc(-c2cc3c(=O)n(CCNC(=O)c4ccccn4)ccn3n2)c1
-9%	O=C(NCCc1ccccc1)N(C1CCOCC1)C1CCN(Cc2cccnc2)CC1
-32%	COc1ccccc1CNC(=O)C(C)C1CCOCC1 (configuration not stated)
-10%	O=C(CC1CCOCC1)NCc1ccccc1F
?	COc1ccc(CCc2nc3nccc(-c4ccco4)n3n2)cc1
?	Oc1ccccc1N1CCN(c2ncnc3scc(-c4ccccc4)c23)CC1
9%	CC(C)C[C@H](CO)NC(=O)C[C@@H]1c2nc(NC(=O)CC(C)(C)C)sc2C[C@@H]2[C@](C)(CO)[C@H](O)CC[C@]21C
?	COc1cccc(NC(=O)Cn2c(=O)n(Cc3ccccc3)c(=O)c3c2c2cc(C)ccc2n3C)c1
8%	O=C(O)CCc1ccc(S(=O)(=O)NCCN2CCCC2)cc1
5%	CCN(Cc1ccccc1)C(=O)c1nn(CC)c(=O)c2ccccc12
-29%	Brc1ccc2[nH]cc(/C=N/n3cnnc3)c2c1
-19%	CN1CCN(C(=O)c2cc3cc(Cl)ccc3[nH]2)CC1
-11%	C[C@@H]1CN(C(=O)CCc2cnccn2)CC[C@@]1(O)C1CCOCC1

Printed as active in KDM5B inhibitor, of those listed so far:
KDM5B inhibitor	mol
28µM*	CSc1ccccc1-c1nc(C2CCOC2)no1 (configuration not stated)
32µM*	Cc1ccc(-c2ccc3nnc(CNC(=O)c4ccco4)n3n2)cc1
28µM*	O=C(Nc1cccc(F)c1)Nc1ccc2n(c1=O)C[C@H]1C[C@@H]2CN(C(=O)c2ccc(F)cc2)C1
25µM*	CSc1ccc(-c2ccc3c(c2)C(=O)N2CC[C@H](NC(=O)C4CCCC4)[C@H]2C(=O)N3)cc1
32µM*	COc1cccc(-c2cc3c(=O)n(CCNC(=O)c4ccccn4)ccn3n2)c1

The list goes on.
KDM5B inhibitor	mol
-11%	CCOC(=O)c1c(NC(=O)c2nc(SCC)ncc2Cl)sc(C(C)=O)c1C
-23%	Cc1nc(-c2cccs2)c(CCC(=O)N2CCN(c3ccccc3)CC2)s1
14%	CCOc1ccc(C(=O)COC(=O)CCC(=O)c2ccc(Cl)cc2)cc1
-14%	O=C(c1[nH]nc2c1COc1ccccc1-2)N1CC(c2noc(COc3ccc(F)cc3)n2)C1
?	C[S+](=O)([O-])N1Cc2ccccc2CC2(CCCN2CC2CCCC2)C1 (configuration not stated)
19%	CC(C)CNC(=O)C(=O)O
22µM*	COCc1ncc(C)n1CCNC(=O)c1ccc(C)[nH]c1=O
i	CCOC(=O)COc1nc(-c2ccco2)c2c(c1C#N)CCC2
-24%	COc1cc(C2CC(=O)Oc3c2c(=O)n(C)c2ccccc32)ccc1O (configuration not stated)
-11%	COCCOCc1nc(C2CCCCN2C(=O)Nc2ccc(OC)c(F)c2)no1 (configuration not stated)
-26%	CSc1cccc(NC(=O)C2C(C=C(C)C)C2(C)C)c1 (configuration not stated)
?	Cc1noc(C)c1NC(=O)N[C@@H]1C[C@H](Cn2cc(-c3cccnc3)nn2)[C@@H](O)[C@H]1O
20%	Cc1cc2nc(/C(C#N)=C/c3cccs3)[nH]c2cc1C
1%	CC(=O)c1ccc(N2CCN(C(=O)c3c(-c4ccccc4Cl)noc3C)CC2)cc1
-28%	Cc1csc2c(N3CCN(C(=O)Nc4ccc(Cl)c(Cl)c4)CC3)ncnc12

Part of the list above, tab-delimited:
SMILES	KDM5B inhibitor
Cc1nc(-c2cccs2)c(CCC(=O)N2CCN(c3ccccc3)CC2)s1	-23%
CCOc1ccc(C(=O)COC(=O)CCC(=O)c2ccc(Cl)cc2)cc1	14%

(cont.)
KDM5B inhibitor	mol
2%	Cn1c(=O)c2c(ncn2CC(O)COCc2ccccc2)n(C)c1=O (configuration not stated)
26%	C=C(C)CC(NC(C)=O)(C(=O)OCC)C(=O)OCC
?	CCOC(=O)c1ccc(N2CCN(C(C)=O)CC2)c(NC(=O)c2ccc(CC)cc2)c1
-5%	Cc1c(C(=O)OCc2ccccc2)[nH]c2c1C(=O)CC(c1ccc(C(C)(C)C)cc1)C2 (configuration not stated)
21%	O=C(O)CCc1ccc(OC(F)F)cc1
7%	CCOc1ccc(Nc2nc3c(S(=O)(=O)c4cccc(Cl)c4)nnn3c3ccsc23)cc1
32µM*	CCCN(C)C(=O)CC1COc2ccc(C(=O)NCCOC)cc2N1C (configuration not stated)
41%[activator]	Nc1nc(C2CC(NC(=O)c3csc4c3CCCC4)C2)cc(=O)[nH]1 (configuration not stated)
